Screening results from PubChem.
rTrxR1 inhibitor = qHTS Assay for Inhibitors of Mammalian Selenoprotein Thioredoxin Reductase 1 (TrxR1): qHTS. AID 588453, 2011. 390,000 compounds, 1% hits. Potency, µM (highest dose often 114 µM), for inactives: at the highest dose activity change, negative = inhibition, most hits filed as inhibitors. Thioredoxin reductase 1, cytoplasmic (Rattus norvegicus), O89049. recombinant rTrxR1, NADPH fluorescence consumption, selenite substrate; further: potency means the concentration at half of the fitted maximal effect; on the % scale 0 is the no-effect control and ±100 the full control effect; nearly all actives have a fitted effect of over 65% in size
Target sequence (O89049 whole entry, looked up): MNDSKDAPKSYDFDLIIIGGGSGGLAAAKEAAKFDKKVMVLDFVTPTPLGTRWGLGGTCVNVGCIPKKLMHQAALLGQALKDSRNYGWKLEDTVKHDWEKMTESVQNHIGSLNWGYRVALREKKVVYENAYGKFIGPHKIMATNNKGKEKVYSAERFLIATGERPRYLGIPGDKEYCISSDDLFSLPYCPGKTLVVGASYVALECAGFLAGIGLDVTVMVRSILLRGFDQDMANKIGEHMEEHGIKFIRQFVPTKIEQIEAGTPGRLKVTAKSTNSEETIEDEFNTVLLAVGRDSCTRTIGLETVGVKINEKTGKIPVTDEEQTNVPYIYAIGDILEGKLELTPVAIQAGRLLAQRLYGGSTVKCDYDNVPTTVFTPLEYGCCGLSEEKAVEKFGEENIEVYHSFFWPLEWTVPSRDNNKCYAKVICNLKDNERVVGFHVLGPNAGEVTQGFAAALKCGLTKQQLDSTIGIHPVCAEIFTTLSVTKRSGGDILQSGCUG
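Rat TrxR1 (90 nM in the dispensed reagent) was pre-reduced with 400 uM NADPH for 5 min at room temperature, then incubated with compound for 15 min. After 400 uM selenite was added, NADPH fluorescence (Ex 340/Em 450 nm) was followed for 8 min.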
PI4K2A block = qHTS for small molecular inhibitors of PI4K2A; purified PI4K2A, ADP-Glo luminescence, 1 h; active compounds read low; AID 1346378, 2018; Phosphatidylinositol 4-kinase type 2-alpha (Homo sapiens), Q9BTU6; activity change, negative = inhibition, % at 76.9 µM; 420,000 compounds, 0.13% hits; in the data active means activity change below about -50%; inconclusive means mostly about -30% to -49%;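 further: -100% = wells without enzyme as full effect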
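PI4K2A activity was measured by ADP-Glo luminescence: enzyme (4 ug/mL stock) and phosphatidylinositol (1.2 mM stock) in Tris pH 7.5/MgCl2/EGTA/Triton X-100 buffer were reacted with ATP (300 microM stock) for one hour at ambient temperature.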
USP1 inh = Inhibitors of USP1/UAF1: Primary Screen; 390,000 compounds, 0.23% hits; Potency, µM (series often up to 57.1 µM), without a hit: at the highest dose activity change, negative = inhibition, usual class: inhibitors; Ubiquitin carboxyl-terminal hydrolase 1 (Homo sapiens), O94782; recombinant USP1/UAF1, Ub-Rhodamine cleavage fluorescence; AID 743255, 2014; further: potency means the concentration at half of the fitted maximal effect; on the % scale 0 is the no-effect control and ±100 the full control effect; nearly all actives have a fitted effect of over 60% in size; inactives centre near -12
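USP1/UAF1 complex (1 nM) preincubated 15 min at room temperature with compound, then Ub-Rho substrate (150 nM final) added. Kinetic fluorescence at 480/540 nm over 6 reads at 60 s intervals; 50 mM HEPES pH 7.8, 0.5 mM EDTA, 0.1 mg/ml BSA, 1 mM TCEP, 0.01% Tween-20.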
IDH1 R132H inh = qHTS for Inhibitors of mutant isocitrate dehydrogenase 1 (IDH1): qHTS; Isocitrate dehydrogenase [NADP] cytoplasmic (Homo sapiens), O75874; IDH1-R132H enzyme, NADPH consumption, diaphorase/resazurin fluorescence; Potency, µM (highest dose often 76.6 µM), for the others: at the highest dose activity change, negative = inhibition, most hits filed as inhibitors; 390,000 compounds, 0.093% hits; further: potency means the concentration at half of the fitted maximal effect; on the % scale 0 is the no-effect control and ±100 the full control effect; nearly all actives have a fitted effect of over 65% in size
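IDH1-R132H (0.5 ug/mL) preincubated 30 min with compound, then NADPH (0.016 mM) and alpha-KG (2 mM) added; 80 min at RT, pH 7.5. Remaining NADPH coupled via diaphorase/resazurin to fluorescence (540/590 nm); concentration-response curves normalized to no-enzyme control.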
D2 antagonist = HTS Assay for Allosteric Antagonists of the Human D2 Dopamine Receptor: Primary Screen for Antagonists; inhibition, % at 10 µM; D(2) dopamine receptor (Homo sapiens), P14416; HEK293 TREx D2 cells, calcium flux, dopamine EC80; AID 485344, 2010; 340,000 compounds, 2% hits; in the data active means inhibition above about 30%; further: 0% is about no effect
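Calcium flux kinetic readout in an inducible HEK293 TREx D2 line plated overnight at 30 C. After 180 s compound exposure, an EC80 dopamine challenge follows with another 180 s kinetic read to detect antagonism.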
D2 ag = HTS Assay for Allosteric Agonists of the Human D2 Dopamine Receptor: Primary Screen for Agonists. HEK293 T-REx D2 cells, calcium flux agonist mode. activation, % at 2 µM. 340,000 compounds, 0.53% hits;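 active means activation over 3 SD above normal in the single-dose calcium agonist read, cut at about 30% in these data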; further: 0% is about no effect
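Tetracycline-induced HEK293 Trex cells with D2 receptor force-coupled to calcium signaling, plated overnight at 30 C and loaded with no-wash calcium dye. Calcium flux read kinetically for 180 s after compound addition; responses flag agonists.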
TrxR1 substrate = qHTS Assay for Substrates of Mammalian Selenoprotein Thioredoxin Reductase 1 (TrxR1): qHTS | 390,000 compounds, 0.01% hits | Thioredoxin reductase 1, cytoplasmic (Rattus norvegicus), O89049 | purified TrxR1 substrate turnover, NADPH consumption readout | Potency, µM (highest dose often 114 µM), for inactives: top-dose activity change, negative = substrate turnover; further: potency means the concentration at half of the fitted maximal effect; on the % scale 0 is the no-effect control and ±100 the full control effect; nearly all actives have a fitted effect of over 50% in size
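Rat TrxR1, dispensed at 90 nM, was prereduced with 400 uM NADPH (final) for 5 min at ~22 deg C, then incubated with compound 15 min before 400 uM selenite. A first-read NADPH fluorescence drop versus no-compound background flagged substrates.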
TRHR enhancer = qHTS for Small Molecule Agonists and Allosteric Enhancers of Human TRH Receptor: Primary Screen for Enhancers. Thyrotropin-releasing hormone receptor (Homo sapiens), P34981. TRHR cells, fluo-8 calcium fluorescence, EC20 TRH enhancement. enhancement, % at 2 µM. 360,000 compounds, 0.66% hits. AID 493056, 2011; in the data active means enhancement above about 30%; further: 0% is about no effect
Target sequence (P34981 whole entry, looked up): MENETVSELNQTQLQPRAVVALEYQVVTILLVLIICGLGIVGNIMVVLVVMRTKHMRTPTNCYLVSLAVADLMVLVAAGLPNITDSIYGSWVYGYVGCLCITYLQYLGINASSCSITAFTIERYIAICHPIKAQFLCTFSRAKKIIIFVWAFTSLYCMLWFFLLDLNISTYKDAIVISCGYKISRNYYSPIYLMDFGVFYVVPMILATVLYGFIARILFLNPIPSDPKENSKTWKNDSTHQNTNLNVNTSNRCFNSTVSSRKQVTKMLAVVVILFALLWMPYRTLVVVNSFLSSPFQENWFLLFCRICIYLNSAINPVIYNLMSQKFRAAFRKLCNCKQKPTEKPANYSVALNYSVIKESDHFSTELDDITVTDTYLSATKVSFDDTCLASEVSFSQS
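Enhancer read-out: after compound pinning and an initial kinetic agonist-mode read, an EC20 of TRH (10 nM final) was injected and fluo-8 calcium signal (Ex 480/Em 530) followed at 1 s/cycle for 100 cycles in TRHR-expressing cells.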
TRHR agonist = qHTS for Small Molecule Agonists and Allosteric Enhancers of Human TRH Receptor: Primary Screen for Agonists; 360,000 compounds, 0.18% hits; AID 493084, 2011; activation, % at 2 µM; TRHR cells, calcium flux fluo-8, FDSS agonist mode; in the data active means activation above about 30%; further: 0% is about no effect
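Agonist-mode FDSS calcium read (Ex 480/Em 530, 1 s cycles) in 1536-well TRHR cells with fluo-8 dye, after 10-cycle baseline and 23 nL compound addition; TRH at EC20 (10 nM final) added afterwards for the enhancer phase.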
* = called active by the depositor; ? = inconclusive; . = no result given; [ ] = dose if it differs, or a comment. Unless noted, the call rests on the fitted dose curve; in most records, active means well fitted inhibition curve with a large enough effect; inconclusive means small, poorly fitted or top-dose-only effect; inactive means no such curve, though single readings can be large or run the other way.

SMILES | rTrxR1 inhibitor | PI4K2A block | USP1 inh | IDH1 R132H inh | D2 antagonist | D2 ag | TrxR1 substrate | TRHR enhancer | TRHR agonist
Cc1nn(-c2cccc(Cl)c2)c2nc(C(F)(F)F)[nH]c(=O)c12 | 3% | 0 | -25% | 0% | 1 | -1.1 | 15% | -2 | -0.7
Cc1[nH]c2ccccc2c1SCC(=O)O | 2% | -2 | -19% | -2% | -16 | 0.4 | 4% | 4 | 2.8
NC(=O)C1CCN(CCS(=O)(=O)c2ccc(Cl)cc2)CC1 | 16% | -2 | -1% | 3% | -2 | -1.4 | 7% | -2 | 0.0
Cc1nnc(SCC(=O)NCc2ccc3c(c2)OCO3)n1C | 18% | -5 | -9% | 0% | 9 | 0.6 | 6% | -2 | 0.7
CCN=C1SC(C(=O)Nc2cccc(C)c2)CC(=O)N1CC (stereo not given) | 8% | 2 | -2% | 3% | -23 | 0.7 | 0% | -4 | 1.6
CC(=O)Nc1ccc(C(=O)OCc2ccc(Cl)c(Cl)c2)cc1 | 14% | -2 | -24% | -1% | 4 | -1.2 | 2% | 9 | 0.4
CSc1nnc(-c2cccn(Cc3cccc(Cl)c3)c2=O)o1 | -41% | 5 | 3% | 3% | -1 | -0.5 | 356%[activator][57.1 µM] | -3 | -0.4
CCCCCOc1ccc(Cl)cc1CN1CCOCC1 | 9% | -2 | 2% | 4% | -6 | -2.3 | -1% | -6 | -0.1
NC(=O)[C@@H]1CCCCNc2c(F)cc([N+](=O)[O-])cc2C(=O)N[C@@H](CCCN=C(N)N)C(=O)NCC(=O)N1 | 9%[57.1 µM] | -1 | -30% | 7% | -6 | 1.1 | -6%[57.1 µM] | 12 | 0.0
CN(CC(=O)Nc1ccccc1C(F)(F)F)C(=O)c1ccccc1Sc1ccccc1C#N | -5% | -1 | -12% | -9% | -7 | -0.3 | -6% | -25 | -0.1
Cc1c(NC(=O)OCCNC(=O)Nc2ccccc2)sc(=S)n1C | -9%[57.1 µM] | -3 | -8% | 0% | . | . | 7%[57.1 µM] | 10 | -0.2
COc1ccccc1CNC(=O)C1Cc2cc(S(=O)(=O)N3CCCCC3)ccc2N1C(C)=O (stereo not given) | 1% | 3 | -2% | -4% | . | . | -4% | -7 | -0.7
Cc1ccccc1OCc1nnc2c3cnn(C)c3ncn12 | 0% | -9 | -10% | 8% | -13 | -0.5 | -5% | 6 | -0.2
COc1cccc(N2C(=O)C3C(C2=O)C3(c2ccccc2)c2ccccc2)c1 (stereo not given) | 29%[57.1 µM] | 0 | -6% | 12% | -6 | -1.0 | 2%[57.1 µM] | -4 | -0.4
COc1ccc(C(=O)NCc2ccc(C(=O)O)o2)cc1 | -28% | 5 | -4% | 0% | . | . | ? | 6 | 1.0
O=C(/C=C/c1ccc(F)cc1)NCc1ccco1 | -17% | 1 | -16% | 3% | 10 | -1.2 | -9% | -1 | -1.1
Cc1sc2ncn(CC(=O)NCCN3CCOCC3)c(=O)c2c1S(=O)(=O)N1CCC(C)CC1 | 10% | -2 | -8% | 2% | 4 | 0.7 | 7% | 22 | -2.5
O=C(Nc1ccc(Oc2ccccc2)cc1)C1CCCO1 (stereo not given) | 5% | -7 | 1% | -6% | . | . | 6% | -5 | -0.4
CC(C)OC(=O)CSc1nnc(C2CCCCC2)n1N | 20% | -5 | -20% | 2% | -11 | 0.1 | -3% | -6 | 0.2
COc1cccc(/C=N/NC(=O)CCn2nnc3ccccc32)c1 | 22% | 0 | -19% | 6% | -1 | -0.6 | 4% | -6 | -1.5
COC(=O)c1c(-c2ccc(Br)cc2)noc1N | -2% | -7 | -7% | 3% | 3 | -0.2 | -5% | -12 | -1.3
COc1cc(Cl)ccc1OCc1cc(C(=O)N(C)Cc2cn(C)nc2C)no1 | 9% | 2 | -12% | 4% | -4 | -2.3 | 1% | 4 | -0.1
COc1ccc(NC(=O)Nc2ccc3c(c2)N(C)C(=O)CS3)cc1Cl | 0% | -2 | -14% | 3% | -9 | 0.2 | 5% | -6 | 0.4
O=C(CSc1nnc(-c2ccccc2)c(-c2ccccc2)n1)NC1CCS(=O)(=O)C1 (stereo not given) | 2%[57.1 µM] | -2 | -14% | 6% | 8 | 0.1 | 0%[57.1 µM] | 8 | -0.1
Cc1c(C(=O)NC2CCCc3ccccc32)cccc1[N+](=O)[O-] (stereo not given) | 15%[57.1 µM] | 4 | -5% | 1% | -23 | 0.0 | -4% | 8 | -0.8
CC(C)CN(c1ccccc1)S(=O)(=O)c1nnc(NC(=O)C(C)C)s1 | 23% | 4 | -15% | 4% | -9 | -0.5 | 1% | 0 | 0.5
Clc1ccc(-c2n[nH]c3c2CCC3)cc1Cl | 1% | -7 | -4% | -4% | -13 | 0.0 | 10% | 7 | -0.2
CC(C)(C)N/N=C1\CC(c2ccccc2)Oc2ccccc21 (stereo not given) | -10% | -4 | -30% | 1% | -8 | -2.7 | -6% | 1 | 0.1
CCN(C(=O)CSc1ccc2ccccc2n1)C1CCCCC1 | 1%[11.4 µM] | 5 | -24% | 5% | . | . | 5%[11.4 µM] | . | .
O=C(NC(C(=O)N/N=C/c1cccnc1)c1n[nH]c(=O)c2ccccc12)c1ccccc1 (stereo not given) | 13% | 2 | -20% | 3% | -11 | 12 | 2% | 5 | 16
C=CCOc1ccccc1/C=N/NC(=O)Cc1ccccc1 | 14% | 1 | -21% | 3% | -8 | 0.9 | -3% | -3 | -0.4
COc1ccc(CCNC(=O)C2CCCN2C(=O)Nc2cccc(C(C)=O)c2)cc1OC (stereo not given) | -1% | 2 | -5% | 8% | 2 | 0.0 | -3% | 3 | 0.0
O=[N+]([O-])c1cccnc1-n1cnc2ccccc21 | 2% | -2 | -9% | 0% | 1 | 3.2 | -1% | 7 | -0.3
CN(CC(=O)Nc1ccccc1Cl)C(=O)COC(=O)c1nc(Cl)ccc1Cl | -6% | 1 | -19% | 4% | -22 | -0.4 | -8% | -6 | -0.1
CC1(C)CC(=O)C(C=NCCC2=CCCCC2)=C(O)C1 | 4% | -1 | -5% | 11% | -11 | 0.6 | 11%[57.1 µM] | -3 | 0.5
Cc1ccc(NC(NC(=O)c2cccnc2)C(Cl)(Cl)Cl)cc1 (stereo not given) | -8% | -5 | -7% | -1% | 9 | 1.0 | -6% | 9 | 0.7
CCOC(=O)c1ccc(N=C2SC(C(=O)NC)CC(=O)N2Cc2ccc(F)cc2)cc1 (stereo not given) | 13%[57.1 µM] | 11 | -16% | 7% | -8 | 0.7 | 5%[57.1 µM] | -2 | 0.8
N#Cc1ccc(COC(=O)c2cc(=O)c3ccccc3o2)cc1 | 6% | 3 | 2% | 2% | 9 | -0.4 | -4% | 5 | -0.5
CCCc1cc(N2CCN(c3ccccn3)CC2)n2nc(C)c(-c3ccccc3)c2n1 | 84%[activator] | 5 | ? | -9% | -10 | 1.0 | 100%[activator] | 16 | -0.6
CCc1ccc(CN(Cc2ccco2)C(=O)c2cc(-c3ccc(C)c(F)c3)on2)cc1 | 1% | 2 | -7% | . | . | -1.7 | -10% | 3 | -0.7
CCCS(=O)(=O)N1CCN(C(=O)COc2ccc(-c3ccccc3)cc2)CC1 | 1% | -1 | -3% | 1% | -3 | 0.0 | 4% | -6 | -0.4
CCn1nc(NC(=O)c2ccncc2)c2cc3ccc(C)cc3nc21 | ? | -1 | -15% | 0% | -7 | 0.0 | 24% | -3 | -0.2
Cc1ccc(C)c(NC(=O)Cn2ncc3c(C)n(Cc4ccc(F)cc4)c(C)c3c2=O)c1 | 7% | 0 | -21% | 2% | . | -0.4 | 6% | -1 | 0.3
Cc1cc(NC(=O)CSCC(=O)OCC(=O)Nc2cc(C)c(C)cc2[N+](=O)[O-])no1 | 18% | -4 | -8% | 3% | -8 | -1.2 | 8% | -1 | -1.5
CCN1CCN(C(=O)c2ccc(C)c(S(=O)(=O)Nc3cccc(C)c3)c2)CC1 | 6% | 3 | -26% | 3% | 16 | -0.6 | -5% | -10 | 0.2
CC(C)[C@@H](C(=O)NCc1ccco1)N1C(=O)N2CCc3c([nH]c4ccccc34)[C@@]2(C)C1=O | 6% | 3 | ? | -7% | 21 | 0.7 | -1% | -19 | 2.0

In the list so far, 2 contain a cyano group.
SMILES | rTrxR1 inhibitor | PI4K2A block | USP1 inh | IDH1 R132H inh | D2 antagonist | D2 ag | TrxR1 substrate | TRHR enhancer | TRHR agonist
CN(CC(=O)Nc1ccccc1C(F)(F)F)C(=O)c1ccccc1Sc1ccccc1C#N | -5% | -1 | -12% | -9% | -7 | -0.3 | -6% | -25 | -0.1
N#Cc1ccc(COC(=O)c2cc(=O)c3ccccc3o2)cc1 | 6% | 3 | 2% | 2% | 9 | -0.4 | -4% | 5 | -0.5
